Bioassay records deposited in PubChem by Broad Institute.
BioA inh: M. tuberculosis BioA enzyme inhibitors, primary screen, biochemical, plate reader, single point, HTS; AID 602481, 2012; inhibition, % at 9.99 µM; 0.096% of 360,000 active; purified M. tuberculosis BioA enzyme; in the data active = inhibition above about 40%
The depositor's hits bear a star. Only part of the results is shown, so the mix of outcomes need not match the whole.

The opening 5 compounds (preview)
SMILES	BioA inh
Cc1ccc(S(=O)(=O)Nc2ccc3c(c2)C(=O)N([C@H](C)CO)C[C@@H](C)[C@H](CN(C)C(=O)Nc2c(C)noc2C)O3)cc1	0.2
Cc1ccc(S(=O)(=O)Nc2ccc3c(c2)CC(=O)N([C@@H](C)CO)C[C@H](C)[C@@H](CN(C)C(=O)NC2CCCCC2)O3)cc1	0.7
COCC(=O)Nc1ccc2c(c1)C(=O)N(C)C[C@@H](OC)[C@@H](C)CN(C(=O)C1CCCC1)[C@@H](C)CO2	-0.5
O=C(C[C@@H]1C=C[C@@H](NC(=O)Nc2cccc(F)c2)[C@H](CO)O1)NCC1CCCCC1	-0.5
COCCNC(=O)C[C@@H]1C[C@H]2c3cc(NC(=O)Nc4ccc(OC)cc4)ccc3O[C@H]2[C@H](CO)O1	-1.5

The listing, repeating the preview:
SMILES	BioA inh
Cc1ccc(S(=O)(=O)Nc2ccc3c(c2)C(=O)N([C@H](C)CO)C[C@@H](C)[C@H](CN(C)C(=O)Nc2c(C)noc2C)O3)cc1	0.2
Cc1ccc(S(=O)(=O)Nc2ccc3c(c2)CC(=O)N([C@@H](C)CO)C[C@H](C)[C@@H](CN(C)C(=O)NC2CCCCC2)O3)cc1	0.7
COCC(=O)Nc1ccc2c(c1)C(=O)N(C)C[C@@H](OC)[C@@H](C)CN(C(=O)C1CCCC1)[C@@H](C)CO2	-0.5
O=C(C[C@@H]1C=C[C@@H](NC(=O)Nc2cccc(F)c2)[C@H](CO)O1)NCC1CCCCC1	-0.5
COCCNC(=O)C[C@@H]1C[C@H]2c3cc(NC(=O)Nc4ccc(OC)cc4)ccc3O[C@H]2[C@H](CO)O1	-1.5
CC=Cc1ccc2n(c1=O)C[C@@H]1[C@@H](CO)[C@H](C(=O)NCc3ccccc3F)N(CC)[C@H]21 (mixture of isomers)	0.5
CN1c2ccc(-c3ccccc3F)cc2[C@H]2[C@H](CCN2C(=O)Nc2cc(F)ccc2F)[C@H]1CO	2.0
O=C(N[C@H]1CC[C@@H](CC(=O)N2CCCCC2)O[C@@H]1CO)c1ccc2c(c1)OCO2	-2.3
COc1ccc(C#Cc2ccc([C@H]3[C@H](CO)N4CCCCN(Cc5ccccc5F)C[C@@H]34)cc2)cc1	-1.8
C[C@@H]1CN([C@H](C)CO)C(=O)Cc2cc(NC(=O)CCCCCC(=O)Nc3ccccc3N)ccc2O[C@H]1CN(C)Cc1ccccc1	3.0
CO[C@H]1CN(C)C(=O)c2cc(NC(=O)c3ccc(F)cc3)ccc2OC[C@H](C)N(C(C)=O)C[C@@H]1C	3.5
COCC(=O)N(C)C[C@H]1Oc2cc(-c3cccnc3)ccc2S(=O)(=O)N([C@@H](C)CO)C[C@H]1C	-2.6
O=C(NCC1CC1)[C@@H]1[C@@H](CO)[C@@H]2Cn3c(ccc(-c4ccccc4F)c3=O)[C@H]1N2Cc1ccncc1	-0.5
C[C@H]1CN([C@@H](C)CO)C(=O)c2cc(NC(=O)Cn3cnnn3)ccc2O[C@H]1CN(C)C(=O)Nc1cccc2ccccc12	-0.2
C[C@H]1CN([C@@H](C)CO)C(=O)Cc2cc(NS(=O)(=O)c3cccs3)ccc2O[C@@H]1CN(C)Cc1ccncc1	0.0
CC(=O)N(C)C[C@@H]1Oc2ncc(-c3ccc(F)cc3)cc2C(=O)N([C@@H](C)CO)C[C@@H]1C	-2.5
C[C@@H]1CN([C@@H](C)CO)S(=O)(=O)c2ccc(Br)cc2O[C@H]1CN(C)Cc1cccnc1	4.6
C[C@@H]1CCCCO[C@@H](CN(C)Cc2ccc(Cl)c(Cl)c2)[C@H](C)CN([C@@H](C)CO)C(=O)c2cc(NS(C)(=O)=O)ccc2O1	0.4
Cc1ccc(S(=O)(=O)N[C@H]2CC[C@@H](CC(=O)N3CCC(Cc4ccccc4)CC3)O[C@H]2CO)cc1	7.2
O=C(NCC[C@@H]1CC[C@@H](NS(=O)(=O)c2ccc(F)cc2)[C@H](CO)O1)Nc1ccc(F)cc1	0.6
CCNC(=O)C[C@@H]1CC[C@@H]2[C@H](COC[C@H](O)CN2C(=O)Nc2c(C)noc2C)O1	-4.1
COc1ccc(S(=O)(=O)Nc2ccc3c(c2)C(=O)N([C@H](C)CO)C[C@H](C)[C@@H](CN(C)CC2CCCCC2)OCCCC[C@H](C)O3)cc1	1.7
COc1cccc(S(=O)(=O)N2CC[C@@H]3[C@H](CO)N(C)c4ccc(C5=CCCCC5)cc4[C@@H]32)c1	6.3
CCNC(=O)C[C@@H]1CC[C@H]2[C@@H](COC[C@H](O)CN2C(=O)Nc2cccc(OC)c2)O1	0.0
Cc1ccc(S(=O)(=O)N(C)C[C@H]2OCCCC[C@@H](C)Oc3ccc(NS(C)(=O)=O)cc3C(=O)N([C@H](C)CO)C[C@@H]2C)cc1	0.8
CC(C)NC(=O)Nc1ccc2c(c1)C(=O)N([C@H](C)CO)C[C@H](C)[C@H](CN(C)C(=O)c1ccccc1)OCCCC[C@@H](C)O2	-0.2
O=C(Nc1cccc(F)c1)N1C[C@H]2[C@@H](c3ccccc31)[C@@H](CO)N2C(=O)c1ccccc1F	1.8
C[C@H](CO)N1C[C@H](C)[C@@H](CN(C)S(=O)(=O)c2cccs2)Oc2ccc(NC(=O)CCCCCC(=O)Nc3ccccc3N)cc2CC1=O	-1.7
C[C@H](CO)N1C[C@H](C)[C@@H](CN(C)C(=O)C2CCC2)Oc2ncc(-c3cccnc3)cc2C1=O	-1.3
CCS(=O)(=O)N1CCCCN2[C@H](CO)[C@@H](c3ccc(C#CC(C)(C)O)cc3)[C@H]2C1	0.6
COc1ccc(C#Cc2ccc3c(c2)[C@@H]2[C@@H](CCN2S(=O)(=O)c2ccc(OC)cc2)[C@H](CO)N3C)cc1	0.4
O=C([C@H]1[C@H](CO)[C@H]2Cn3c(ccc(-c4ccccc4)c3=O)[C@@H]1N2CCC(F)(F)F)N1CCOCC1	-1.6
C[C@@H]1CN([C@@H](C)CO)C(=O)c2cc(NC(=O)CCCN(C)C)ccc2O[C@H]1CN(C)S(C)(=O)=O	-2.8
O=C(Nc1ccccc1)N1C[C@H]2[C@@H](c3ccccc31)[C@@H](CO)N2C(=O)c1ccncc1	-4.7
COc1ccc(CN(C)C[C@H]2OCCCC[C@@H](C)Oc3ccc(NC(=O)Nc4ccc(OC)cc4)cc3C(=O)N([C@@H](C)CO)C[C@H]2C)cc1	0.0
C[C@@H]1CN([C@@H](C)CO)C(=O)Cc2cc(NC(=O)Nc3cccc4ccccc34)ccc2O[C@H]1CN(C)C(=O)Nc1ccc2c(c1)OCO2	0.9
C[C@@H]1CN([C@@H](C)CO)C(=O)c2cc(NC(=O)Cc3ccccc3)ccc2O[C@H]1CN(C)C(=O)Nc1cccc2ccccc12	1.1
Cc1cccc(S(=O)(=O)N2C[C@H](O)COC[C@@H]3O[C@H](CC(=O)N4CCN(C)CC4)CC[C@H]32)c1	-1.6
C[C@@H]1CN([C@H](C)CO)C(=O)Cc2cc(NC(=O)C3CC3)ccc2O[C@@H]1CN(C)Cc1ccccc1	-0.2
C/C=C/c1ccc2c(c1)O[C@@H](CN(C)Cc1cncnc1)[C@@H](C)CN([C@@H](C)CO)S2(=O)=O	10

Looked up by compound from the list above, 6 records:
SMILES	BioA inh
C[C@@H]1CN([C@H](C)CO)C(=O)Cc2cc(NC(=O)C3CC3)ccc2O[C@@H]1CN(C)Cc1ccccc1	-0.2
O=C([C@H]1[C@H](CO)[C@H]2Cn3c(ccc(-c4ccccc4)c3=O)[C@@H]1N2CCC(F)(F)F)N1CCOCC1	-1.6
Cc1cccc(S(=O)(=O)N2C[C@H](O)COC[C@@H]3O[C@H](CC(=O)N4CCN(C)CC4)CC[C@H]32)c1	-1.6
C/C=C/c1ccc2c(c1)O[C@@H](CN(C)Cc1cncnc1)[C@@H](C)CN([C@@H](C)CO)S2(=O)=O	10
C[C@@H]1CN([C@@H](C)CO)C(=O)c2cc(NC(=O)CCCN(C)C)ccc2O[C@H]1CN(C)S(C)(=O)=O	-2.8
O=C(Nc1ccccc1)N1C[C@H]2[C@@H](c3ccccc31)[C@@H](CO)N2C(=O)c1ccncc1	-4.7

The results go on.
SMILES	BioA inh
Cc1ccc(S(=O)(=O)N(C)C[C@@H]2OCCCC[C@@H](C)Oc3ccc(NC(=O)Nc4c(C)noc4C)cc3C(=O)N([C@@H](C)CO)C[C@H]2C)cc1	1.2
C[C@H]1CN([C@@H](C)CO)C(=O)c2cccc(NC(=O)c3ccncc3)c2O[C@H]1CN(C)Cc1ccncc1	-1.6
CC(=O)N(C)C[C@H]1Oc2ncc(C#C[C@H](C)O)cc2C(=O)N([C@@H](C)CO)C[C@@H]1C	-2.6
COc1ccccc1-c1ccc([C@@H]2[C@@H](CO)N3CCCCN(C(=O)c4ccncc4)C[C@H]23)cc1	0.5
CN1c2ccc(Br)cc2[C@H]2[C@H](CCN2C(=O)Nc2cc(F)ccc2F)[C@H]1CO	0.3
Cc1noc(C)c1S(=O)(=O)N(C)C[C@H]1Oc2ccc(NS(=O)(=O)c3ccc(F)cc3)cc2C(=O)N([C@@H](C)CO)C[C@H]1C	-0.4
CO[C@H]1CN(C)C(=O)c2cc(NS(=O)(=O)c3ccccc3Cl)ccc2OC[C@@H](C)NC[C@@H]1C	1.3
CCNC(=O)C[C@H]1CC[C@@H]2[C@@H](COc3ccc(NC(=O)c4cscn4)cc3C(=O)N2C)O1	-2.6
CC(=O)N(C)C[C@H]1Oc2cc(C#CC3CCCCC3)ccc2S(=O)(=O)N([C@@H](C)CO)C[C@@H]1C	1.5
CCNC(=O)[C@@H]1[C@@H](CO)[C@@H]2Cn3c(ccc(-c4cncnc4)c3=O)[C@H]1N2C(=O)Nc1ccccc1	-0.3
C[C@@H]1CN([C@H](C)CO)C(=O)c2cc(NC(=O)Cn3cnnn3)ccc2O[C@H]1CN(C)S(=O)(=O)c1cn(C)cn1	-0.6
C[C@@H]1CCCCO[C@@H](CN(C)Cc2ccc(C(=O)O)cc2)[C@@H](C)CN([C@H](C)CO)C(=O)c2cc(NC(=O)Nc3ccc4c(c3)OCO4)ccc2O1	-0.7
COc1cccc(NC(=O)Nc2ccc3c(c2)C(=O)N(C)C[C@@H](OC)[C@@H](C)CN(C)[C@H](C)CO3)c1	-3.2
CCC(=O)N1[C@@H]2CN(C(=O)NC(C)C)c3ccccc3[C@@H]2[C@@H]1CO	4.8
C[C@@H]1CN([C@H](C)CO)C(=O)c2cccc(NC(=O)Nc3ccc4c(c3)OCO4)c2O[C@@H]1CN(C)C(=O)NC1CCCCC1	1.8
O=C([C@@H]1[C@@H](CO)[C@@H]2Cn3c(cccc3=O)[C@@H]2N1Cc1cocn1)N1CCC(Cc2ccccc2)CC1	0.2
O=C(N[C@H]1CC[C@@H](CCNS(=O)(=O)c2ccc(F)cc2)O[C@H]1CO)c1cccnc1	5.4
C[C@H](NC(=O)[C@H]1N[C@H]2c3ccc(-c4cccnc4)c(=O)n3C[C@H]2[C@@H]1CO)c1ccccc1	2.4
C[C@@H]1CN([C@@H](C)CO)C(=O)Cc2cc(N(C)C)ccc2O[C@H]1CN(C)Cc1ccc(Cl)c(Cl)c1	2.4
CO[C@@H]1CN(C)C(=O)c2cc(NC(=O)Nc3ccccc3F)ccc2OC[C@@H](C)N(CCC(F)(F)F)C[C@H]1C	-0.8

Copied from the list.
Value of `C[C@@H]1CN([C@@H](C)CO)S(=O)(=O)c2ccc(Br)cc2O[C@H]1CN(C)Cc1cccnc1` in BioA inh: 4.6
Value of `Cc1ccc(S(=O)(=O)N(C)C[C@H]2OCCCC[C@@H](C)Oc3ccc(NS(C)(=O)=O)cc3C(=O)N([C@H](C)CO)C[C@@H]2C)cc1` in BioA inh: 0.8

Next part
SMILES	BioA inh
O=C(C[C@@H]1CC[C@@H]2[C@H](COC[C@@H](O)CN2Cc2cc(F)ccc2F)O1)N1CCc2ccccc2C1	0.0
COc1ccccc1NC(=O)N1CCCCN2[C@H](CO)[C@@H](c3ccc(C#Cc4ccccc4)cc3)[C@H]2C1	0.5
C[C@H](CO)N1C[C@H](C)[C@@H](CN(C)CC2CCCC2)Oc2ncc(-c3ccc(C#N)cc3)cc2C1=O	-3.7
Cc1ccc(-c2ccc3c(c2)O[C@@H](CN(C)CC2CC2)[C@@H](C)CN([C@@H](C)CO)S3(=O)=O)cc1	-0.3
CO[C@@H](CN(C)CC1CCOCC1)[C@H](C)CN(C(=O)Nc1ccc(F)cc1)[C@@H](C)CO	-3.6
C[C@H]1CN([C@@H](C)CO)S(=O)(=O)c2ccc(/C=C/c3ccccc3)cc2O[C@H]1CN(C)C(=O)c1ccncc1	0.1
CC(=O)N(C)C[C@H]1Oc2cc(-c3ccccc3C)ccc2S(=O)(=O)N([C@H](C)CO)C[C@H]1C	0.4
Cc1ccc(S(=O)(=O)Nc2cccc3c2O[C@H](CN(C)S(=O)(=O)c2cccs2)[C@H](C)CN([C@H](C)CO)C3=O)cc1	0.8
O=C(C[C@H]1C[C@H]2c3cc(NC(=O)Cc4ccncc4)ccc3O[C@H]2[C@H](CO)O1)NCc1ccc2c(c1)OCO2	0.5
CN1C(=O)c2cc(NC(=O)C3CC3)ccc2OC[C@H]2O[C@@H](CC(=O)NCCN3CCCC3)CC[C@H]21	-1.6
CCC(=O)N1CC[C@@H]2[C@@H](CO)N(C)c3ccc(-c4ccc(C#N)cc4)cc3[C@@H]21	5.6
O=C(C[C@H]1CC[C@H]2[C@@H](COC[C@@H](O)CN2C(=O)Nc2ccc3c(c2)OCO3)O1)N1CCN(c2ccccc2)CC1	-0.9
Cc1ccc(S(=O)(=O)N(C)C[C@H]2Oc3c(NC(=O)C4CCCCC4)cccc3C(=O)N([C@@H](C)CO)C[C@H]2C)cc1	-2.8
COc1cccc(S(=O)(=O)N[C@H]2CC[C@H](CC(=O)NCc3ccc(Cl)cc3)O[C@@H]2CO)c1	-0.7
O=C(NC1CCCC1)[C@@H]1[C@@H](CO)[C@@H]2Cn3c(ccc(-c4cccc(F)c4)c3=O)[C@H]1N2	0.6
COCC#Cc1ccc2c(c1)O[C@H](CN(C)C(=O)CN(C)C)[C@@H](C)CN([C@H](C)CO)S2(=O)=O	-2.8
C[C@@H]1CN([C@H](C)CO)C(=O)c2cc(NS(=O)(=O)c3cn(C)cn3)ccc2O[C@@H](C)CCCCO[C@H]1CN(C)Cc1ccccc1	1.2
O=C(C1CC1)N1[C@H](CO)[C@@H]2c3ccccc3N(S(=O)(=O)c3ccc(F)cc3)C[C@@H]21	5.3
C[C@@H]1CN([C@@H](C)CO)C(=O)c2c(c3ccccc3n2C)-c2ccccc2CO[C@H]1CN(C)S(C)(=O)=O	2.5
COCCNC(=O)C[C@@H]1CC[C@@H]2[C@H](COC[C@H](O)CN2S(=O)(=O)c2ccccc2C)O1	-0.8
